# Screens from PubChem BioAssay.
# TRPC4 agonist: activators of mouse TRPC4 channel. Q9QUQ5. HEK293 TRPC4beta/mu-opioid, Fluo4 calcium fluorescence; hits give high values. B-score at 10 µM. 310,000 compounds, 0.49% hits;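 active means B-score above 5 SD of library B-scores, and initial fluorescence ratio not above library mean plus 5 SD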;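 further: positive B-score marks a calcium rise read as TRPC4 activation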
#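 Material: HEK293 stable line with TRPC4beta plus mu-opioid receptor; technique: Fluo4 calcium-sensitive dye fluorescence, kinetic, 1 Hz baseline; timing: Fluo4 dye loading 45 min at room temperature, 110 s recording; controls: assay buffer as low control, maximal DAMGO as high control; read-out: integrated baseline-normalised fluorescence ratio, converted to per-well B score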
# TRPC6 act: activates the mouse TRPC6 cation channel. Q61143. 310,000 compounds, 0.13% hits. HEK293-TRPC6 membrane potential dye fluorescence; hits give high values. AID 2550. B-score at 10 µM;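 active means B-score of the integrated fluorescence ratio above library mean plus 3 SD, and starting fluorescence ratio within library mean plus 5 SD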;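 further: higher score means more depolarization so channel activation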
# TRPC4 block: blocks the mouse TRPC4 cation channel. 300,000 compounds, 0.39% hits. HEK293 TRPC4beta/mu-opioid, DAMGO-evoked Fluo4 calcium flux; hits give low values. B-score at 10 µM. AID 2247;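 active means B-score over 3 SD under the library average, no early fluorescence shift, positive overall ratio signal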
#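 Assay system – HEK293 line stably carrying TRPC4beta and mu-opioid receptor · Doses – single dose · Detection – Fluo4 calcium-dye fluorescence, kinetic read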
# TMEM16A act: activates or potentiates the mouse TMEM16A chloride channel | Q8BHY3 | HEK293 TMEM16A/YFP-H148Q/I152L, iodide quench fluorescence; hits give low values | B-score at 10 µM | 340,000 compounds, 0.3% hits | AID 623877;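 active means fluorescence-ratio B-score plate-corrected deviation score at least 3 library SD below zero, with starting fluorescence score within 5 deviations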;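 further: channel opened by trigger with iodide after compound preincubation; score built on the fluorescence ratio of max minus min over baseline; more negative score means more quench and so TMEM16A activation or potentiation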
# MrgX1 agonist: agonists of human MrgX1 receptor; Q96LB2; MrgX1-HEK293 cells, Fluo-4 calcium fluorescence, agonist mode; hits give high values; B-score at 10 µM; 310,000 compounds, 0.44% hits; AID 588627;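 active means calcium response B-score plate-corrected fluorescence ratio at least 3 library SD, with starting fluorescence B-score inside 5 SD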
# Target sequence (Q96LB2 whole entry, looked up): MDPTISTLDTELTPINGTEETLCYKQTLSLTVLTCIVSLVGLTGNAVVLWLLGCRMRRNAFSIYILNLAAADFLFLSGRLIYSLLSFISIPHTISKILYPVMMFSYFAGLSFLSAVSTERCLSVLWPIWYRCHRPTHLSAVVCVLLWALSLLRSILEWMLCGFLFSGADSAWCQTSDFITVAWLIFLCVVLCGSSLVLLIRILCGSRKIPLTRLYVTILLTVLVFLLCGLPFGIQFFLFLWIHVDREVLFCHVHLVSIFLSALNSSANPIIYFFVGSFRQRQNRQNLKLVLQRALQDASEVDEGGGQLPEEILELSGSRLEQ
#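 Assay system: stable human MrgX1 HEK293 cell line. Quantity: 15,000 cells per well. Schedule: cells plated overnight, dye loaded 0.5 h 37 °C, 0.5 h room temperature. Detection: Fluo-4 NW calcium-flux fluorescence, kinetic read. Read-out basis: peak-minus-minimum fluorescence over baseline, converted to B scores. Control set: positive and negative control wells on each plate.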
# RGS4 inh: inhibitors of human RGS4; 310,000 compounds, 0.45% hits; B-score at 10 µM; HEK293 M3R/RGS4 inducible, Fluo-4 calcium flux; hits give high values; triggered by carbachol at its EC20; P49798;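 active means B-score, a plate-corrected calcium signal, over three deviations above library mean, with baseline fluorescence within five deviations of library mean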;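 further: RGS4 expression induced by doxycycline in cells with stable M3 receptor; B-score is computed from the integrated fluorescence ratio over baseline after carbachol; higher B-score means a larger calcium signal and so more RGS4 inhibition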
# Target sequence (P49798 whole entry, looked up): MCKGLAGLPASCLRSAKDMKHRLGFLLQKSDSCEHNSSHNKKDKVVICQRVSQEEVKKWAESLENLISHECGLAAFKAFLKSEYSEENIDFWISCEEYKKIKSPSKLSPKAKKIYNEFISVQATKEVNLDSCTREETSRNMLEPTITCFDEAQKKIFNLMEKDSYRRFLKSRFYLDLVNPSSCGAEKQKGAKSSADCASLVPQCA
# MrgX1 PAM: allosterically activates human MrgX1 receptor signaling | MrgX1-HEK293, Fluo-4 calcium flux, FDSS; hits give high values | B-score at 10 µM | Q96LB2 | AID 588675 | 310,000 compounds, 0.63% hits;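 active means plate-corrected calcium response at least 3 library SD above typical, normal starting fluorescence, not activating the receptor alone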;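 further: compound read alongside a low EC10 to EC30 dose of BAM8-22 agonist; peak minus trough fluorescence over baseline measured at the second addition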
# ANO1 block: blocks the mouse calcium-activated chloride channel TMEM16A. Q8BHY3. HEK293 TMEM16A/YFP iodide influx fluorescence, ionomycin. normalized B-score (activity score, 25-100; higher = stronger inhibition) at 10 µM. 310,000 compounds, 1.2% hits. AID 588511;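 active means ratio plate-corrected score three or more library SD toward inhibition, starting fluorescence score within five deviations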;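 further: score derived from kinetic fluorescence span divided by baseline fluorescence per well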
# TRPC6 inh: blocks the mouse TRPC6 cation channel. Q61143. HEK293-TRPC6, membrane potential dye, ACh-evoked depolarization; hits give low values. B-score at 10 µM. 310,000 compounds, 1.1% hits;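 active means B-score under library mean minus 3 SD, initial fluorescence not abnormally high, positive integrated signal ratio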;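 further: B-score derived from integrated fluorescence ratio over the kinetic read; more negative B-score means stronger inhibition of depolarization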
# MrgX1 antagonist: blocks BAM8-22 activation of human MrgX1 receptor. MRGX1-HEK293 calcium flux, Fluo-4, BAM8-22 antagonism; hits give low values. AID 588676. 310,000 compounds, 1.3% hits. B-score at 10 µM;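 active means calcium-response B-score plate-corrected more than 3 library SD below zero, starting fluorescence within 5 deviations, no agonist response on first addition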;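 further: peak minus trough fluorescence over baseline after final BAM8-22 challenge near maximal dose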
# TRPC4 potent: TRPC4 (mouse) allosteric potentiation. AID 2227. Q9QUQ5. HEK293 TRPC4beta/mu-opioid, DAMGO EC20, Fluo-4 Ca2+ flux; hits give high values. B-score at 10 µM. 310,000 compounds, 0.42% hits;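 active means B-score of calcium response area above 5 SD of library B-scores, with initial fluorescence ratio within 5 SD of library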;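 further: B-score of integrated fluorescence ratio over time as area under calcium response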
# The depositor's hits bear a star; i = inactive; . = no result given.
SMILES,TRPC4 agonist,TRPC6 act,TRPC4 block,TMEM16A act,MrgX1 agonist,RGS4 inh,MrgX1 PAM,ANO1 block,TRPC6 inh,MrgX1 antagonist,TRPC4 potent
CN(C)C(=O)Nc1ccccc1,i,i,i,i,i,i,i,i,i,i,i
CCc1ccc(-c2cn3nc(-c4ccccc4)cnc3n2)cc1,i,i,i,i,i,i,i,i,i,i,i
O=C(Cn1cnc2ccccc2c1=O)c1cccs1,i,i,i,i,i,i,i,i,i,i,i
Cc1ccccc1/C=C/C12NC(=O)CN1c1ccccc1C2(C)C (configuration not stated),i,i,i,i,i,i,i,i,i,i,i
CCCCN(C)CCC(=O)Nc1ccc(F)c(F)c1,i,i,i,i,i,i,i,i,i,i,i
CON(C)c1nc(C2CCCCC2)c2cc(C)ccc2n1,i,i,i,i,i,i,i,i,i,i,i
Cc1cc2nc(/C=C/c3nc4cc(C)c(C)cc4[nH]3)[nH]c2cc1C,i,i,i,i,i,i,i,i,i,i,i
COCCn1ccc2c(OCC(=O)Nc3cc(OC)ccc3OC)cccc2c1=O,i,i,i,i,i,i,i,i,i,i,i
O=[N+]([O-])c1ccc(-c2csc(N/N=C/c3cccnc3)n2)cc1,i,i,i,i,i,i,i,i,i,i,i
COCCNC(=O)c1onc(CSc2ccc(C)c(C)c2)c1C(=O)O,i,i,i,i,i,i,i,i,i,i,i
CN1CCN(CC(=O)Nc2ccccc2Sc2ccccc2)CC1,i,i,i,i,i,i,i,i,i,i,i
O=C(OCN1C(=O)c2ccccc2C1=O)/C(=C\c1ccco1)NC(=O)c1ccccc1,i,i,i,i,i,i,i,i,i,i,i
O=C(Cc1ccc(Cl)cc1)NNS(=O)(=O)c1ccc([N+](=O)[O-])cc1,i,i,i,i,i,i,i,i,i,i,i
CC(=O)c1sc2c(c1N)c(=O)[nH]c(=O)n2-c1ccccc1,i,i,i,i,i,i,i,i,i,i,i
O=C(CSc1cccs1)Nc1cccc2ccccc12,i,i,i,i,i,i,i,i,i,i,i
COc1ccc(Cl)c2c1[nH]c1nc(SCc3cccnc3)nnc12,i,i,i,i,i,i,i,i,i,i,i
O=C(CN1CCN(c2ncccn2)CC1)Nc1ccccc1C(F)(F)F,i,i,i,i,i,i,i,i,i,i,i
N=C1S/C(=C\c2ccccc2)C(=O)N1c1ccc(F)cc1,i,i,i,i,i,i,i,i,i,i,i
Cc1cccc(CN2CCCC(C(=O)Nc3ccc(-c4cscn4)cc3)C2)c1 (configuration not stated),i,i,i,i,i,i,i,i,i,i,i
CCOC(=O)CCC(=O)OCC(=O)NC(C)C1CC2CCC1C2 (configuration not stated),i,i,i,i,i,i,i,i,i,i,i
CCOc1cc(-c2nnc(NC(=O)c3ccco3)o2)cc(OCC)c1OCC,i,i,i,i,i,i,i,i,i,-4.9*,i
COc1ccc(NC(=O)N2CCCCC2)cc1,i,i,i,i,i,i,i,i,i,i,i
CC1=C(C(=O)Nc2ccccc2C(=O)N2CCCCC2)SCCO1,i,i,i,i,i,i,i,i,i,i,i
Cc1cc(C)n(CC(O)Cn2c3ccccc3c3ccccc32)c(=O)n1 (configuration not stated),i,i,i,i,i,i,i,i,i,i,i
CCOC(=O)c1sc(NC(=S)NC(=O)CC(C)C)cc1C,i,i,i,i,i,i,i,i,i,i,i
CC(C)Cn1c(=O)c2c(nc3n2CCCN3CCc2ccccc2)n(C)c1=O,i,i,i,i,i,i,i,25*,i,i,i
CCOc1ccc(CC(=O)Nc2nccs2)cc1OCC,i,i,i,i,i,i,i,i,i,i,i
Cc1cc(NC(=O)CCC(=O)N(CC(=O)NC2CCCC2)c2ccc(C)c(F)c2)no1,i,i,i,i,i,i,i,i,i,i,i
COc1ccc2c(CC(=O)NCc3ccc4c(c3)OCO4)coc2c1,i,i,i,i,i,i,i,i,i,i,i
O=C(c1ccc(C(F)(F)F)cc1)C1CCCN(C(=O)c2cnccn2)C1 (configuration not stated),i,i,i,i,i,i,i,i,i,i,i
CC(=O)Cc1cc2cc([N+](=O)[O-])ccc2oc1=O,i,i,i,i,i,i,i,i,i,i,i
O=C(Oc1c(Cl)cc(Cl)c2ccccc12)N1CCCC1,i,i,i,i,i,i,i,i,i,i,i
C=CCOC(=O)C1=C[C@H](C2CCCCC2)C[C@H](OCc2ccc(CO)cc2)O1,i,i,i,i,i,i,i,i,i,i,i
COc1ccc(Cl)cc1NC(=O)NCc1ccccn1,i,i,i,i,i,i,i,i,i,i,i
N=c1c(C(=O)NCC2CCCO2)cc2c(=O)n3ccccc3nc2n1C1CCCCC1 (configuration not stated),i,i,i,i,i,i,i,i,-5.4*,i,i
CCCS(=O)(=O)N1CCC(C(=O)N2CCc3ccccc3C2)CC1,i,i,i,i,i,i,i,i,i,i,i
COC(=O)C(NC(C)=O)(Nc1nc2ccc(S(C)(=O)=O)cc2s1)C(F)(F)F (configuration not stated),i,i,i,i,i,i,i,i,i,i,i
O=C(N/N=C/c1c(Nc2cccc(C(F)(F)F)c2)nc2ccccn2c1=O)c1ccccc1[N+](=O)[O-],i,i,i,i,i,i,i,i,i,i,i
C=CCN1C(=O)c2ccc(C(=O)N(C)CC(=O)Nc3c(C)cccc3C)cc2C1=O,i,i,i,i,i,i,i,i,i,i,i
Cc1cc(Sc2ccc([N+](=O)[O-])cn2)ccc1Br,i,i,i,i,i,i,i,i,i,i,i
CC(C)CNC(=O)/C=C/c1cccs1,i,i,i,i,i,i,i,i,i,i,i
COc1ccc(C2CC(c3ccc4ccccc4c3)=NN2C(=O)CN2C(=O)CCC2=O)cc1 (configuration not stated),i,i,i,i,i,i,i,i,i,i,i
Cc1ccc(NC(=O)COc2ccccc2)c(NC(=O)c2ccco2)c1,i,i,i,i,i,i,i,i,i,i,i
COC(=O)CC/C(O)=C1\C(=O)CC(C)(C)CC1=NCCc1nc2ccccc2[nH]1,i,i,i,i,i,i,i,i,i,i,i
CCn1cc(CN2CCCC(CO)(Cc3cccc(Cl)c3)C2)cn1 (configuration not stated),i,i,-6*,i,i,i,i,i,i,i,i
CCc1cccc(C)c1NC(=O)CN1C(=O)c2ccccc2S1(=O)=O,i,i,i,i,i,i,i,i,i,i,i
COc1ccc(C)cc1NC(=O)c1ccc(S(=O)(=O)N2CCOCC2)cc1,i,i,i,i,i,i,i,i,i,i,i
COc1ccc(/C=C/C(=O)Nc2c(C(=O)O)[nH]c3ccccc23)cc1OC,i,i,i,i,i,i,i,i,i,i,i
CCCC(C)c1nnc(NC(=O)CCS(=O)(=O)Cc2ccccc2)s1 (configuration not stated),i,i,i,i,i,i,i,i,i,i,i
COC(=O)CCC(=O)OC1(C)C(=O)C=C2C=C(C3CC3)N(CCN3CCOCC3)C=C2C1=O (configuration not stated),i,i,i,i,i,i,i,i,i,i,i
COc1ccccc1C(=O)N/C(=C\c1cn(S(=O)(=O)N(C)C)c2ccccc12)C(=O)N1CCOCC1,i,i,i,i,i,i,i,i,i,i,i
COc1cccc(C2c3[nH]c4ccccc4c3CCN2CCCn2cccn2)c1 (configuration not stated),i,i,i,i,i,i,i,i,i,i,i
Cc1ccc(-c2n[nH]c(=S)n2-c2ccccc2)cc1,i,i,i,i,i,i,i,i,i,i,i
COc1ccc(CCC(=O)Nc2ccc(S(=O)(=O)Nc3nccc(C)n3)cc2)cc1,i,i,i,i,i,i,i,i,i,i,i
CC1CCN(c2c(NCC3CCC(C(=O)N4CCCCC4)CC3)c(=O)c2=O)CC1 (configuration not stated),i,i,i,i,i,i,i,i,i,i,i
Cc1cc(-n2c(C)cc(C(=O)CSc3nc(N)cc(=O)[nH]3)c2C)no1,i,i,i,i,i,i,i,i,i,i,i
COc1ccc(OCC(=O)N2CCOCC2)cc1,i,i,i,i,i,i,i,i,i,i,i
COc1ccc(C(=O)CSc2nc3c(c(=O)n(C)c(=O)n3C)n2C)cc1,i,i,i,.,i,i,i,i,i,i,i
CC1=C(n2nnc([N+](=O)[O-])n2)C(c2cccnc2)C(C#N)=C(N)O1 (configuration not stated),i,i,i,i,i,i,i,i,i,i,i
CCOc1ccc(C(C)=O)cc1CN1C(=O)NC2(CCCCC2C)C1=O (configuration not stated),i,i,i,i,i,i,i,i,i,i,i

# Other structures follow.
SMILES,TRPC4 agonist,TRPC6 act,TRPC4 block,TMEM16A act,MrgX1 agonist,RGS4 inh,MrgX1 PAM,ANO1 block,TRPC6 inh,MrgX1 antagonist,TRPC4 potent
Cc1cccc(-n2nnnc2SC(C)C(=O)NCCC2=CCCCC2)c1 (configuration not stated),i,i,i,i,i,i,i,i,i,i,i
COCCCNC(=O)CSc1nc2cc(C(=O)NCCOC)ccc2c(=O)n1Cc1ccc2c(c1)OCO2,i,i,i,i,i,i,i,i,i,i,i
CC1=Nc2ccccc2/C1=C/c1c(N)n2c(S(=O)(=O)CC(C)C)nsc2nc1=O,i,i,i,i,.,i,.,.,i,.,i
Cc1ccc(/C=N/NC(=O)CNC(=O)c2ccc(C)c([N+](=O)[O-])c2)o1,i,i,i,i,i,i,i,i,i,i,i
Cc1cc(C)n2nc(SCc3cc(=O)oc4ccc5ccccc5c34)nc2n1,i,i,i,i,i,i,i,i,i,i,i
COc1ccc(CCNC(=O)CCNC(=O)N2CC(=O)Nc3ccccc32)cc1OC,i,i,i,i,i,i,i,i,i,i,i
Oc1cccc2ccc(/C=C/c3ccccc3Br)nc12,i,i,i,i,i,i,i,i,i,i,i
Cc1[nH]c2ccccc2c1C1=CN2CCS(=O)(=O)N=C2S1,i,i,i,i,i,i,i,i,i,i,i

# Among those listed so far, 2 have a COOH group:
SMILES,TRPC4 agonist,TRPC6 act,TRPC4 block,TMEM16A act,MrgX1 agonist,RGS4 inh,MrgX1 PAM,ANO1 block,TRPC6 inh,MrgX1 antagonist,TRPC4 potent
COCCNC(=O)c1onc(CSc2ccc(C)c(C)c2)c1C(=O)O,i,i,i,i,i,i,i,i,i,i,i
COc1ccc(/C=C/C(=O)Nc2c(C(=O)O)[nH]c3ccccc23)cc1OC,i,i,i,i,i,i,i,i,i,i,i
